# PglD DTNB: PglD (C. jejuni) enzyme inhibition; purified PglD enzyme, DTNB colorimetric CoA detection; inhibition, % at 12.5 µM; actives 0.098% (n = 360,000); in the data active = inhibition above about 16%, passing the limit was not always enough; note: strong numbers were not always called active
# PAX8 inh HTS: lowers PAX8-driven luciferase in RMG-I cells. RMG-I TPO-luciferase reporter, SteadyGlo, 24 h. inhibition, % at 12.6 µM. actives 1.2% (n = 360,000). AID 652154;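 active = mean replicate inhibition at least 60% with every replicate also reaching 60%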;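 note: luciferase light reporting Pax8 driven TPO promoter activity; plate controls were median of neutral control wells for no effect and mitoxantrone controls for full effect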
# PGC1a acetyl inh: PGC1a acetylation modulation, inhibitor mode; U2OS PGC1a acetylation, AlphaScreen anti-acetyl-lysine; with virally co-expressed GCN5 acetyltransferase; inhibition, % at 15.6 µM; actives 0.17% (n = 350,000); AID 651687;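 active = every replicate shows inhibition of at least 40%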;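 note: 0% = neutral control wells and 100% = positive control wells; some results beyond the cut were filed as inactive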
# LGR2 inh: blocks bursicon-induced cAMP signaling via Drosophila LGR2; inhibition, % at 9.99 µM; HEK293 LGR2, CRE-luciferase, bursicon-stimulated, 4 h; actives 0.35% (n = 380,000);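 active = drop in luminescence signal, shown as inhibition above about 50% in the replicate tests, limit read from the data, passing the limit was not always enough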;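 note: agonist challenge used bursicon conditioned medium at about half maximal strength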
# INS-1E GSIS act: primary screen for activators of insulin secretion dependent on glucose, INS-1E cells, GLuc reporter luminescence | INS-1E GLuc reporter insulin secretion, 2-3 h | activation, % at 16.6 µM | actives 0.61% (n = 370,000);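 active = lowest replicate activation of at least 40%, so every replicate reaches that level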;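 note: 0% = median of neutral control wells and 100% = median of IBMX positive control wells; some compounds called inactive have numbers as strong as hits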
# ARNT-TACC3 inh: disrupts binding between human ARNT and TACC3 | AlphaScreen His-ARNT PAS-B/GST-TACC3 binding, luminescence; TACC3 fragment carries E629A point mutation | AID 623870 | actives 0.66% (n = 390,000) | inhibition, % at 9.99 µM;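 active = mean inhibition of replicates at least 50% and at least half of replicates each reaching 50%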;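 note: 0% = complete ARNT plus TACC3 wells and 100% = ARNT alone without TACC3; many hits fall short of the cut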
# Cneo AK release: causes C. neoformans cell lysis. actives 0.2% (n = 360,000). AID 651654. adenylate kinase release luminescence, 4 h; normalised: neutral wells 0, clomiphene wells 100. lysis activity, % at 15 µM;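 active = mean lysis activity across replicates of at least 80%, whatever share of replicates individually reach that level; inactive = mean lysis activity below 80%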
#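 Material – Cryptococcus neoformans yeast cells · Quantity – 5 × 10^6 yeast cells/mL · Buffer or medium – YPD medium · Compound – single dose · Timing – 4 h static compound exposure, 37 °C, read 1 h post-reagent · Signal – adenylate kinase release luminescence · Read-out basis – lysis from increased AK signal · Benchmarks – Clomiphene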
# C2C12 statin: suppression of simvastatin myotoxicity; C2C12 myotubes + simvastatin, ATP luminescence, 48 h; scaled: DMSO 0, geranylgeraniol control 100; rescue of ATP level, % at 7.49 µM; actives 0.78% (n = 330,000); AID 602340;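 active = mean ATP rescue above about 67%, or every replicate alone reaching that limit, limit read from the data, passing the limit was not always enough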;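 note: myotubes were challenged with 10 µM simvastatin during compound exposure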
# Active calls of the source: *; . = not tested or not shown. The list is partial. The share of hits here may be higher or lower than overall.
SMILES,PglD DTNB,PAX8 inh HTS,PGC1a acetyl inh,LGR2 inh,INS-1E GSIS act,ARNT-TACC3 inh,Cneo AK release,C2C12 statin
CC(C)[C@H]1C(=O)O[C@H](C(C)C)C(=O)N(C)[C@@H](C(C)C)C(=O)O[C@H](C(C)C)C(=O)N(C)[C@@H](C(C)C)C(=O)O[C@H](C(C)C)C(=O)N1C,-3,.,33,.,.,-19,-2,-154
COc1ccc(-c2ccc3n(c2=O)C[C@@H]2[C@@H](CO)[C@H](C(=O)O)[C@H]3N2C(=O)c2ccccc2F)cc1,-1,.,.,1,7,-3,-2,6
CC12CCC3C(CC=C4CC(O)CCC43C)C1C/C(=C\c1ccccc1F)C2=O (configuration not stated),.,-8,.,15,1,-2,.,.
CC1CNCCN1c1ccc(Cl)cc1 (configuration not stated),3,-16,-3,-13,.,-18,0,3
Cc1cccn2c(=O)c3c(nc12)N1CCCCCC1C1(C3)C(=O)N(C)C(=O)N(C)C1=O (configuration not stated),0,2,-1,6,0,.,5,.
Cc1ccccc1CN1CCCN(Cc2ccc(Cl)cc2)S1(=O)=O,1,30,-1,-4,3,-1,0,24
CCN1CCN(Cc2cc(OC)c3c(c2)OCO3)CC1,7,-5,-17,12,.,-4,0,-7
CCOC(=O)C1(c2ccccc2)CCN(CCC(=O)Nc2ccccc2OC)CC1,3,-12,6,5,-9,2,0,1
COc1ccc(N2C(=O)/C(=C/c3ccc(C)o3)C(=O)NC2=S)c(OC)c1,-7,4,-12,6,-5,1,-2,-7
Cc1ccccc1OCCN=Cc1c(O)n(C)c(=O)n(C)c1=O,0,.,-3,.,.,-2,2,1
CN(C)c1cccc2c(C#N)ccc(N(C)C)c12,.,6,1,24,-24,14,.,.
Cc1nc2cc(C(F)(F)F)ccc2n1C1CCN(Cc2nnnn2CCc2ccccc2)CC1,4,.,.,.,.,-6,-4,0
CN1C(=O)N(C)C(=O)C2(Cc3cc(NC(=O)c4ccccc4Cl)ccc3N3CCCC32)C1=O (configuration not stated),5,-1,-2,-1,11,7,1,3
CN(C)c1ccc(/C=C2/C(=O)NC(=O)N(Cc3ccco3)C2=O)cc1,4,-13,-5,7,.,-1,-1,0
Oc1cccc2nc3ccccc3nc12,-1,.,7,.,.,7,-5,-4
CCCN1CCc2cccc3c2[C@H]1Cc1ccc(O)c(O)c1-3,10,.,-3,.,.,6,2,3
CC(C)N1C(=O)/C(=C/C=C/c2ccco2)C(=O)N(Cc2ccco2)C1=O,-4,-28,-1,.,-34,1,-1,12
Cc1cc(=O)oc2cc(OCC(=O)N3C[C@H]4C[C@@H](C3)c3cccc(=O)n3C4)c(Cl)cc12,4,.,0,-9,0,0,-1,3
COC(=O)C1=C(c2ccc(F)cc2OCc2ccccc2)C[C@@H]2CC[C@H]1N2C(=O)NCc1ccc(Cl)cc1,-3,25,.,25,-15,-3,2,-32
CC1CCN(C(CC(=O)c2ccccc2)C(=O)c2ccccc2)CC1 (configuration not stated),1,-108,-3,.,.,-4,-1,0

# Compound profiles, from the list above. Order of screens: PglD DTNB	PAX8 inh HTS	PGC1a acetyl inh	LGR2 inh	INS-1E GSIS act	ARNT-TACC3 inh	Cneo AK release	C2C12 statin
# `CN(C)c1cccc2c(C#N)ccc(N(C)C)c12` in the list: .	6	1	24	-24	14	.	.
# `CCOC(=O)C1(c2ccccc2)CCN(CCC(=O)Nc2ccccc2OC)CC1` in the list: 3	-12	6	5	-9	2	0	1
# `CC(C)N1C(=O)/C(=C/C=C/c2ccco2)C(=O)N(Cc2ccco2)C1=O` in the list: -4	-28	-1	.	-34	1	-1	12
# `Cc1nc2cc(C(F)(F)F)ccc2n1C1CCN(Cc2nnnn2CCc2ccccc2)CC1` in the list: 4	.	.	.	.	-6	-4	0
# `CC12CCC3C(CC=C4CC(O)CCC43C)C1C/C(=C\c1ccccc1F)C2=O` (configuration not stated) in the list: .	-8	.	15	1	-2	.	.

# Further structures.
SMILES,PglD DTNB,PAX8 inh HTS,PGC1a acetyl inh,LGR2 inh,INS-1E GSIS act,ARNT-TACC3 inh,Cneo AK release,C2C12 statin
O=C1NC(=O)C(CCc2ccncc2)(CCc2ccncc2)C(=O)N1Cc1ccc(F)cc1,.,-12,-17,.,22,-8,.,-4
COC(=O)C1=C(c2ccccc2)C[C@@H]2CC[C@H]1N2C(=O)NC1CC1,1,-10,4,-10,10,2,1,7
OCCNc1c2c(nc3ccccc13)CCCC2,.,.,62,.,.,-2,-3,-28
O=C(Cc1ccccc1)N1CCCCN2[C@H](C1)[C@H](c1ccc(C#CC3(O)CCCC3)cc1)[C@@H]2CO,3,12,7,17,-8,-3,-1,.
COC(=O)C1=C(c2ccc(F)cc2F)C[C@@H]2CC[C@H]1N2C(=O)NCc1ccc2c(c1)OCO2,-3,4,-5,-6,.,-3,-1,0
O=C(C[N+]12CCC(CC1)C(CO)C2)c1ccc([N+](=O)[O-])cc1 (configuration not stated),.,1,.,-4,-3,2,.,.
COc1cc(C2c3cc4c(cc3CC3COC(=O)C32)OCO4)cc(OC)c1O (configuration not stated),.,75*,.,-3,-5,2,.,.
O=C1N[C@@H](Cc2ccccc2)C(=O)N2[C@H]1C[C@H]1c3ccccc3N(OOSc3ccccc3)[C@H]12,0,11,39,9,-22,-17,0,.
CCOC(=O)c1cnc(SCc2ccc(Cl)c(Cl)c2)nc1N1CC1,2,12,0,-17,4,-5,1,-7
CCC1=Nc2cc(C(=O)N3CCC4(CC3)OCCO4)ccc2Sc2ccccc21,.,12,.,13,-26,2,.,.
OCC12CO[C@@H]3c4ccccc4[C@H](OC1)N32 (some centres not stated),5,.,12,-8,-6,2,0,.
COc1ccc(-n2c(C)nc3ccccc3c2=O)c([N+](=O)[O-])c1,-3,1,10,7,-6,-1,3,15
CC(=O)NN1C(=O)c2ccccc2NC1c1cccnc1 (configuration not stated),.,-11,.,2,-1,0,.,.
O=C(NC(c1ccc(Cl)cc1)P(=O)(Oc1ccccc1)Oc1ccccc1)OCc1ccccc1 (configuration not stated),10,.,1,.,.,-10,0,2
O=C(Cc1cccnc1)N1CCCCN2[C@@H](CO)[C@H](c3ccc(C#CC4CC4)cc3)[C@@H]2C1,5,22,8,.,.,.,42,.
CCOP(=O)(OCC)C(NC(=O)c1ccccc1Cl)=C(Cl)Cl,-1,.,.,.,2,-3,-1,.
O=C1/C(=C/c2ccc([N+](=O)[O-])cc2)N2CCC1CC2,-13,-19,57,-4,7,-5,-2,.
Cc1nn(Cc2ccccc2Cl)c(Cl)c1C(=O)OCC(=O)NCc1ccco1,-2,.,-7,9,.,-4,0,12
O=C(Cc1ccccn1)N1CCCCN2[C@H](CO)[C@@H](c3ccc(Br)cc3)[C@H]2C1,0,-14,7,-18,10,7,-1,34
Cc1nc(Cl)sc1C(=O)Nc1ccc2ccccc2c1,.,23,.,-107,-15,-4,.,.
CN1CCN(c2cc([N+](=O)[O-])ccc2Cl)CC1,.,-17,.,-30,-4,-4,.,.
COc1ccc(OC)c(NC2=NCCCS2)c1,.,13,9,0,14,-8,.,.
COP(=O)(OC)C(Nc1ccccc1)c1ccccc1 (configuration not stated),-2,5,.,.,.,6,0,10
CN(C)Cc1ccccc1OC(=O)N(C)C,-2,.,8,.,.,-1,2,.
O=[N+]([O-])c1ccc(NCCCN2CCOCC2)nc1,-6,5,9,7,-4,0,0,5
O=C(c1n[nH]c(=O)c2ccccc12)N1CCC2(CC1)OCCO2,.,-1,3,7,16,7,.,.
N/C(=N/[N+](=O)[O-])N1CCN(C(=O)c2ccc(Cl)cc2)CC1,.,-24,12,.,0,-13,.,.
O=[N+]([O-])c1ccc(N2CCCC2)c2ncccc12,.,11,.,-9,5,2,.,.
Cc1ccc(C2NC(=S)NC(c3ccc(C)cc3)C23C(=O)NC(=O)NC3=O)cc1 (configuration not stated),0,-6,6,.,.,-9,0,5
CCOC(=O)CCCCCNC(=O)c1c(O)[nH]c(=O)[nH]c1=O,-4,28,-4,9,5,0,1,11
O=C(COc1ccccc1Cl)N1CCCC(N2CCN(c3ccc(F)cc3)CC2)C1 (configuration not stated),0,12,6,14,-44,1,0,8
Cc1cccc(C(=O)NC(Oc2ccccc2)C(Cl)(Cl)Cl)c1 (configuration not stated),-3,.,0,.,.,-6,-5,5
CN1CCCN(C(=O)COc2ccc(F)cc2F)CC1,-1,.,.,20,-7,-19,-2,.
CCC(=NCc1ccc2c(c1)OCO2)c1c(O)n(C2CCCCC2)c(=O)[nH]c1=O,0,16,-9,.,.,-4,-1,16
O=C(NCC1=C(c2ccc3ccccc3c2)C[C@@H]2CC[C@H]1N2Cc1ccco1)c1nccs1,-1,1,-14,10,-1,.,0,-15
COC(=O)C1=C(c2cccc(OC)c2OC)C[C@@H]2CC[C@H]1N2C(=O)N1CCC(O)CC1,0,-15,9,-4,9,-12,4,7
O=C(CCC(=O)N1C[C@H]2C[C@@H](C1)c1cccc(=O)n1C2)NCc1ccccc1C(F)(F)F,6,.,5,28,-9,.,-1,-1
CC(=O)N[C@@H]1CC[C@@]2(O)[C@H]3Cc4ccc(O)c5c4[C@@]2(CCN3CC2CC2)[C@@H]1O5,-1,.,5,2,-10,-4,-2,10
O=C(CNS(=O)(=O)c1cccs1)N1CCC2(CC1)OCCO2,1,.,5,.,.,-5,-1,13
O=C(C[N+]12CCC(CC1)C(O)C2)c1ccc(Br)cc1 (configuration not stated),2,8,-3,-2,12,2,0,-7
O=C(C1CCC(=O)N1Cc1ccccc1Cl)N1CCC2(CC1)OCCO2 (configuration not stated),1,.,-3,-5,5,1,5,-24
Cc1ccccc1NC(=O)N1Cc2ccccc2-n2nncc2C1,0,-13,1,10,4,.,1,13
O=C1C2(Cl)C3(Cl)C4(Cl)C(Cl)(Cl)C5(Cl)C3(Cl)C1(Cl)C5(Cl)C24Cl (configuration not stated),-3,.,-29,4,-48,.,5,-3
CC(=O)OC1(c2ccccc2)CCN(C)C2CCCCC21 (configuration not stated),-1,.,-3,-2,17,-3,-1,10
COC(=O)C1=C(c2ccc(OC)c(OC)c2)C[C@@H]2CC[C@H]1N2C(=O)NC1CCCCC1,-1,4,.,5,.,-5,0,-7
COC(=O)C1=C(c2cc3ccccc3s2)C[C@@H]2CC[C@H]1N2C(=O)NC(C)C,-6,18,.,-5,-7,.,1,13

# Shown with tabs: entries from further up.
compound	PglD DTNB	PAX8 inh HTS	PGC1a acetyl inh	LGR2 inh	INS-1E GSIS act	ARNT-TACC3 inh	Cneo AK release	C2C12 statin
O=C(C1CCC(=O)N1Cc1ccccc1Cl)N1CCC2(CC1)OCCO2 (configuration not stated)	1	.	-3	-5	5	1	5	-24
Cc1ccccc1NC(=O)N1Cc2ccccc2-n2nncc2C1	0	-13	1	10	4	.	1	13

# Bioassay records as filed in PubChem.
